AID inhibitor: Primary qHTS assay for inhibitors of Activation Induced Cytidine Deaminase (AID): AID signal | Single-stranded DNA cytosine deaminase (Homo sapiens), Q9GZX7 | AID deamination FRET fluorescence, UDG-coupled, 4 h | Potency, µM (doses to about 115 µM), for inactives: top-dose activity change, negative = inhibition, most hits filed as inhibitors | 0.32% of 91,000 active; further: nearly all actives have a fitted effect of over 25% in size
Target sequence (Q9GZX7 whole entry, looked up): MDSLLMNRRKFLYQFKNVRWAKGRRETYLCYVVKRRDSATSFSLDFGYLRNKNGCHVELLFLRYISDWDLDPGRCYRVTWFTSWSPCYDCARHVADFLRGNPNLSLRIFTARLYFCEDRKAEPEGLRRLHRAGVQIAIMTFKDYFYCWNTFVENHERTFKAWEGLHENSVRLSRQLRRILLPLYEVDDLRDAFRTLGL
UDG counter: Primary qHTS assay for inhibitors of Activation Induced Cytidine Deaminase (AID): UDG Counterscreen signal; Potency, µM (series often up to 115 µM), for inactives: at the highest dose activity change, negative = inhibition, hits mostly inhibitors; FRET deamination/UDG coupled assay, UDG read, 4 h; 0.14% of 91,000 active; Uracil-DNA glycosylase; further: nearly all actives have a fitted effect of over 65% in size
Numbers without * were called inactive; ? = inconclusive; & = joins results of further samples; [ ] = dose if it differs, or a comment. The call rests on the fitted dose curve; in most records, active means well fitted curve in the direction sought with a large enough effect; inconclusive means small, poorly fitted or top-dose-only effect, or another doubt; inactive means no such curve, though single readings can be large; an effect the other way counts as inactive or inconclusive. On the % scale 0 is the no-effect control and ±100 the full control effect; potency means the concentration at half of the fitted maximal effect. A portion of the library; count on the stated rates, not on these rows.

SMILES	AID inhibitor	UDG counter
O=C(CCc1c[nH]c2ccccc12)Nc1ccccc1	-12%	-7%
CN(CCC(=O)NC(N)=O)C(c1ccccc1)c1ccccc1	-8%	1%
CC1Cc2cc(C(=O)c3cc4cc(Br)ccc4o3)ccc2N1S(C)(=O)=O (stereo not drawn)	-13%	-8%
CCOC(=O)c1cnc(Nc2ccc(F)cc2)c2ccccc12	2%	4%
CCCCC(NC(=O)C(c1ccccc1)C1CCCC1)c1ccccc1 (stereo not drawn)	1%	-1%
COc1ccc(OC)c(-n2cnc3cc(C(=O)NC4CCCC4)ccc32)c1	98%[activator]	6%
CC1=C(C)CC(C(=O)NCCN2CCOCC2)C(C(=O)O)C1 (stereo not drawn)	-8%	0%
Nc1ncnc(Nc2ccc(Cl)c(Cl)c2)c1[N+](=O)[O-]	4%	2%
OC(c1cn2cc(-c3ccccc3)nc2s1)(C(F)(F)F)C(F)(F)F	-4%	0%
COc1cccc(NS(=O)(=O)c2ccc(-c3cc(C)no3)s2)c1	24%	1%
COc1cccc(CNS(=O)(=O)c2cc(-c3cnn4c(C)cc(C)nc34)ccc2OC)c1	-18%	3%
COc1cccc(NC(=O)c2c(N3CCCC3=O)c3cc(C)ccc3n2C)c1	178%[activator]	1%
NCCCNCCSP(=O)(O)O	10%	-5%
O=C1/C(=C/c2ccc(C(F)(F)F)cc2)CCc2ccccc21	1%	3%
CCOC(=O)c1ccccc1NC(=O)CN(c1cccc(C)c1C)S(=O)(=O)c1ccccc1	?	-10%
O=C1CS(=O)(=O)C2(C(=O)Nc3ccccc32)N1c1cccc(Cl)c1 (stereo not drawn)	?	-5%
CC1C(c2ccccc2)=[N+]([O-])C(C)(c2ccc(Br)cc2)N1O (stereo not drawn)	0%	6%
CC(C)NC(=O)c1cc(Cl)ccc1Cl	0%	13%
COc1cccc2sc(N(Cc3cccnc3)C(=O)COc3ccccc3)nc12	-8%	15%
O=C(COc1c(Cl)cccc1Cl)Nc1cccc2cccnc12	12%	8%
COc1cc(/C=C(/C#N)c2nc3ccccc3[nH]2)ccc1OCc1ccccc1C#N	-7%	-2%
Cc1ccccc1-c1noc(-c2ccc(NC3CCCC3)c([N+](=O)[O-])c2)n1	6%	-18%
Cc1ccccc1C(=O)Nc1cccc(-c2cn3cccnc3n2)c1	29%	-9%
O=C(NCc1ccccn1)c1ccc2c(c1)-c1ccccc1C2	-1%	-5%
Cc1c(C(=O)N2CCC(C(=O)Nc3ccc4c(c3)OCO4)CC2)oc2ccc(F)cc12	2%	-5%

At a glance, three of the compounds above.
SMILES	AID inhibitor	UDG counter
CC1Cc2cc(C(=O)c3cc4cc(Br)ccc4o3)ccc2N1S(C)(=O)=O (stereo not drawn)	-13%	-8%
CCOC(=O)c1cnc(Nc2ccc(F)cc2)c2ccccc12	2%	4%
CCCCC(NC(=O)C(c1ccccc1)C1CCCC1)c1ccccc1 (stereo not drawn)	1%	-1%

The listing continues.
SMILES	AID inhibitor	UDG counter
CCCCOC(=O)c1ccc(NC(=O)/C(C#N)=C/c2ccc(-c3ccccc3)o2)cc1	-16%	-6%
Cc1ccc(C=O)n1-c1ccc(Cl)cc1	1%	0%
O=C(Cn1c(=O)ccc2cc(S(=O)(=O)N3CCCC3)ccc21)Nc1ccc(Cl)cc1	-4%	-3%
COC(=O)c1cc2oc3ccccc3c2n1Cc1nc(-c2ccccc2C)oc1C	-22%	-15%
COc1cccc2cc(C(=O)N(C)C3CCN(C)CC3)c(=O)oc12	-6%	18%
Clc1ccc(-c2cn[nH]c2)cc1	16%	2%
Cn1c(=O)ccn(CC(=O)Nc2nc(C(C)(C)C)cs2)c1=O	3%	8%
CCOCCCn1c(=N)c(C(=O)NC(C)c2ccccc2)cc2c(=O)n3cccc(C)c3nc21 (stereo not drawn)	22µM*	-21%
Cn1c(=O)[nH]c(=O)c2c1nc(N1CCC(Cc3ccccc3)CC1)n2CCCc1ccccc1	?	-3%
O=C(c1ccc(F)cc1)c1ccccc1C(=O)N1CCN(C(=O)CC2CCCC2)CC1	-5%	2%
CCOC(=O)c1c(C)oc2nc(C)nc(NCCc3ccc(SC)cc3)c12	-4%	-2%
COc1cc(NC(=O)CCN2CCN(CCO)CC2)cc(OC)c1	28%	?
O=C(NCCCc1nc2ccccc2n1Cc1ccc(F)cc1)C1CCCCC1	-25%	?
CCC(C)(C)C1CCc2c(sc(NC(=O)C3CC4CCC3C4)c2C#N)C1 (stereo not drawn)	6%	10%
COc1ccccc1-c1noc(CSc2nc3ccccc3o2)n1	2%	-6%
Cc1ccc(SCCNC(=O)CN(c2ccccc2)S(=O)(=O)N(C)C)cc1	-6%	-5%
Cc1ccc(C(O)CNC(=O)c2cccc(C)c2)cc1 (stereo not drawn)	4%	4%
O=C(CSc1ccc(F)cc1)c1ccc2c(c1)-c1ccccc1C2	-23%	7%
C/C(CCc1oc2ccc(C)cc2c1-c1ccc(C)o1)=N\O	-14%&-5%	-9%&0%
O=C(Nc1ccc2c(c1)OCO2)C1CCN(c2ccc3nncn3n2)CC1	10%	5%
Cc1cccc(C(=O)N2CCc3cc(CNS(=O)(=O)c4ccc(Cl)s4)ccc32)c1	-14%	4%[57.5 µM]
CC(=O)Nc1ccc(NC(=O)c2csc(NC(C)C)n2)cc1	7%	-3%
O=S(=O)(NC1=NCN(Cc2ccccn2)CN1)c1ccccc1	-9%	7%
CC(C)(C)c1ccc(C(=O)Nc2ccc(Cl)cc2F)cc1	2%	4%
CCC(=O)Nc1ccc(C(C)CC)cc1 (stereo not drawn)	-4%	6%

One compound at a time (already shown). Screens in order: AID inhibitor | UDG counter
O=C(NCCCc1nc2ccccc2n1Cc1ccc(F)cc1)C1CCCCC1 is listed with -25% | ?
Clc1ccc(-c2cn[nH]c2)cc1 is listed with 16% | 2%
COc1cc(NC(=O)CCN2CCN(CCO)CC2)cc(OC)c1 is listed with 28% | ?
COC(=O)c1cc2oc3ccccc3c2n1Cc1nc(-c2ccccc2C)oc1C is listed with -22% | -15%

Other results:
SMILES	AID inhibitor	UDG counter
Cc1ccc(CN(C)CC(=O)NC(=O)NC2CCCC2)cc1	1%	0%
COc1cc(NC(=O)c2sc3nc4n(c(=O)c3c2C)CCCCC4)cc(OC)c1OC	-29%	13%
CC(C)CN(CC(C)C)S(=O)(=O)c1ccc(C(=O)Nc2sc3c(c2C(N)=O)CCN(C(C)C)C3)cc1	47%[activator]	-1%
CCOc1ccccc1CNC(=O)c1cnn(-c2ccc(C)cc2)c1-n1cccc1	-6%	-7%[57.5 µM]
COc1ccc(C(=O)N(Cc2cc3ccc(C)cc3[nH]c2=O)c2ccc(C)cc2)cc1OC	-6%	-2%
O=C(CSC1=Nc2ccccc2N=C(c2ccc(F)cc2)C1)Nc1ccc(Cl)cc1	6%	-1%
COc1ccc(OC)c(NC(=O)c2sc3nc4c(cc3c2N)CCCCCC4)c1	27%[57.5 µM]	-5%[57.5 µM]
CCN(c1ccccc1)c1ccc2cc(S(=O)(=O)N3CCCC3)ccc2n1	-9%	?
N#CC(C(=O)Nc1ccccc1)C(=O)c1ccccc1Cl (stereo not drawn)	-3%	-4%
Cc1cc(C)c(NC(=O)CSc2nc(-c3ccc(F)cc3)nc3c2Cc2c(CO)cnc(C)c2O3)c(C)c1	4%	0%
NC(=O)c1ncn([C@@H]2O[C@H](CO)[C@@H](O)[C@H]2O)c1O	8%	9%
CCOc1ccc(Oc2ccccc2N)cc1	-1%	-3%
O=C1CCCc2nc3ccccc3c(-c3ccccc3)c21	-8%	2%
Cc1ccccc1C(=O)Nc1sc2c(c1C(=O)N1CCCCC1)CCC(C(C)(C)C)C2 (stereo not drawn)	-10%	6%
Cc1cccc(NC(=O)C2CCCN(S(=O)(=O)c3ccc4c(c3)CCCC(=O)N4)C2)c1 (stereo not drawn)	7%	21%
CC(C)n1c(SCCc2ccccc2)nc2c1c(=O)[nH]c(=O)n2C	-11%	51%[activator]
CN(C)c1ccc(CNC(=O)C2COc3ccccc3C2)cc1 (stereo not drawn)	24%	17%
Cc1ccc2oc(=O)n(CCNC(=O)Nc3ccccc3Cl)c2c1	8%	-3%
CC(C)COc1ccc(C(=O)Nc2onc3c2CCCC3)cc1	-4%	-7%
COC(=O)CS(=O)(=O)c1nc2ccccc2nc1N1CCCCC1	-23%	-14%
CC/C=C(/C)C(=O)NC(C)CN1CCOCC1 (stereo not drawn)	4%	-2%
COc1ccc2c(c1)CC(C(=O)NCCCN1CCN(c3cccc(Cl)c3)CC1)CO2 (stereo not drawn)	-16%	-8%
CC1CN(C(=O)CCn2cnc3sccc3c2=O)CCO1 (stereo not drawn)	8%	2%
Clc1ccccc1N1CCN(Cc2nnc(-c3ccccc3)o2)CC1	-10%	4%
O=C(NCCSc1c(-c2ccc(Br)cc2)[nH]c2ccccc12)c1ccc(S(=O)(=O)N2CCOCC2)cc1	7%	1%

Structures listed so far marked active in AID inhibitor.
SMILES	AID inhibitor
CCOCCCn1c(=N)c(C(=O)NC(C)c2ccccc2)cc2c(=O)n3cccc(C)c3nc21 (stereo not drawn)	22µM*

The list continues:
SMILES	AID inhibitor	UDG counter
COc1ccc(Nc2oc(COc3ccccc3F)nc2C#N)cc1	-1%	-4%
Cc1ccc(CNC(=O)CSc2nc3ccccc3nc2Cc2ccc(C)cc2)cc1	-1%	4%
N#Cc1ccc(C(=O)/C=C/c2ccsc2)cc1	-14%	1%
Cc1ccc(C)c(S(=O)(=O)N2CCN(C(=O)CCc3ncc(-c4ccc(F)cc4F)o3)CC2)c1	-13%	-9%
CCOc1cccc(/C=C/c2ccc3cccc(O)c3n2)c1OC	7%	4%
Cc1nc(SC(C)c2cccc(Cl)c2)sc1CC(N)=O (stereo not drawn)	0%	1%
COc1cc2c(=O)c(C(=O)c3ccc(C)c(C)c3)cn(Cc3ccc(F)cc3)c2cc1OC	45µM*	-20%
Cc1ccc2oc(C(=O)NC3CCN(C(=O)c4ccco4)CC3)cc(=O)c2c1	-15%	-3%
Cc1c(Cl)cccc1NC(=O)Cn1nnc2sc3c(c2c1=O)CCCC3	18%	-2%
COc1ccc(CCNC(=O)CSc2cn(CCNC(=O)c3ccc(OC)c(OC)c3)c3ccccc23)cc1OC	0%	-4%
Fc1ccc(CNC(=S)NCc2cccc(Br)c2)cc1	-9%	-4%
Cc1ccc(CNC(=O)Cn2c(=O)ccc3cc(S(=O)(=O)N4CCC(C)CC4)ccc32)cc1	7%	-18%
Cc1cnc(C(=O)OCc2ccc(Cl)cc2Cl)cn1	-3%	4%
O=C(O)c1ccccc1SCc1ccccc1Cl	-3%	-1%
CC(C)c1ccc(S(=O)(=O)N2CCC(N3CCN(Cc4ccccc4)C(=O)C3=O)CC2)cc1	-2%	-2%
O=C(CCCc1cccs1)N(CC1CCOC1)C1CC1 (stereo not drawn)	6%	6%
CCS(=O)(=O)c1ncc(Cl)c(C(=O)N2CCN(c3ccc(OC)cc3)CC2)n1	?	-11%
O=C(O)c1ccc2nc(-c3cc4cc(Cl)ccc4oc3=O)[nH]c2c1	15%	-5%
Cc1ccc(OCC(=O)N(c2ccc(C)cc2)S(=O)(=O)c2ccc(Cl)cc2)cc1	19%[57.5 µM]	2%[57.5 µM]
O=C(Cn1ccn(-c2ccc(F)cc2)c(=O)c1=O)Nc1ccccc1C(F)(F)F	4%	0%[57.5 µM]
COc1ccc(CCNC(=O)C2CCN(Cc3nc(-c4ccc(OC)c(OC)c4)oc3C)CC2)cc1OC	11%	?
COc1ccc(Cl)cc1NC(=O)Cn1c2ncccc2c(=O)n1-c1ccc(C)c(C)c1	7%	-5%
O=C(N/N=C/c1ccccc1Br)c1ccc(Br)s1	-4%	6%
CCOc1nc(NC(=O)NS(=O)(=O)Oc2cccc(F)c2)nc(-c2ccccc2)n1	32%[activator]	14%
Cc1cccc(-n2nnnc2C2(NC3CCCCC3)CCCC2)c1	-3%	4%
The list continues.
SMILES	AID inhibitor	UDG counter
CCn1c(=N)c(C(=O)NCc2ccccc2)cc2c(=O)n3cccc(C)c3nc21	-7%	8%
Cc1ccc(NC(=O)C(c2ccccc2)N2Cc3ccccc3C2=O)cc1Cl (stereo not drawn)	?	-6%
CCc1ccccc1NC(=O)C(=O)NCCc1sc(-c2cccc(F)c2)nc1C	16%	22%
COc1ccc(NC(=O)c2cc(S(=O)(=O)N3CCCCCC3)cn2C)cc1Cl	11%	-6%
CCOc1ccccc1CNC(=O)c1ccc2nc(Cc3ccc(OC)cc3)oc2c1	-4%	5%
OCCCNC(=S)NCc1ccccc1	-13%	-12%

Reformatted: results already given
Fields: AID inhibitor | UDG counter
- CCc1ccccc1NC(=O)C(=O)NCCc1sc(-c2cccc(F)c2)nc1C
 : 16% | 22%
- COc1ccc(NC(=O)c2cc(S(=O)(=O)N3CCCCCC3)cn2C)cc1Cl
 : 11% | -6%
- CCOc1ccccc1CNC(=O)c1ccc2nc(Cc3ccc(OC)cc3)oc2c1
 : -4% | 5%
- OCCCNC(=S)NCc1ccccc1
 : -13% | -12%

Compound activity from PubChem.
